GLP-1R agonist: activates the human GLP-1 receptor; P43220; HEK293 GLP-1R CRE-luciferase, luminescence, 4-6 h; cells express a hypersensitive GLP-1R form; Potency, µM (titrated, usually from 45.6 µM), for the others: at the top dose activation, usual class: activators; 380,000 tested, 0.007% active; note: % of control where 0% means no effect
Target sequence (P43220 whole entry, looked up): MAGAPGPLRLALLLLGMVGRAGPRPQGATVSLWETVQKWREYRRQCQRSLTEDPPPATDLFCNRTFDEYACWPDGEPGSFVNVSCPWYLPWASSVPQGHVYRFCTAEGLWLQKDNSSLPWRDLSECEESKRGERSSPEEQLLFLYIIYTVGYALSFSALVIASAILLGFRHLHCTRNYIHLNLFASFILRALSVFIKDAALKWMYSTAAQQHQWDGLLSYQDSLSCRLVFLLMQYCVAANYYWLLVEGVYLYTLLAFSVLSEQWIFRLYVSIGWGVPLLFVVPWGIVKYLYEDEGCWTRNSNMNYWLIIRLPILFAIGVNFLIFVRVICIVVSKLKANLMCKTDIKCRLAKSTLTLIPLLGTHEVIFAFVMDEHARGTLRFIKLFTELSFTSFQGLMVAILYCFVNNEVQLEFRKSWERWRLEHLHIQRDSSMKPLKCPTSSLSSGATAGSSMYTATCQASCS
TDP43 rescue: inhibitors of TDP-43 toxicity in yeast; Potency, µM (top dose mostly 46.1 µM), for the others: at the top dose growth rescue (activation), usual class: activators; AID 652104; TDP-43 expressing yeast growth rescue, BacTiter-Glo, 24 h; 410,000 tested, 1.8% active; note: % of control where 0% means no effect; nearly all actives have a fitted effect of over 50% in size
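Luminescence from BacTiter-Glo reports growth of TDP-43-expressing yeast after 24 hr at 30 deg C with compound. Cells were raffinose-pregrown to mid-log, then seeded in galactose medium at OD600=0.02.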
SW480 rereplic: inducers of DNA re-replication in SW480 colon cancer cells. SW480 DNA re-replication, Hoechst DNA content imaging, 48 h. Potency, µM (doses to about 46.1 µM), without a hit: top-dose re-replication activation, hits mostly activators. 340,000 tested, 1.8% active. AID 624297; note: % of control where 0% means no effect; nearly all actives have a fitted effect of over 55% in size
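Per well, 250 cells were exposed to pinned compound for 48 hr. Nuclear DNA was visualised with Hoechst (40 min, 37 C) and total object intensity recorded by fluorescence scanning.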
GLP-1R inv ag: inverse agonists of human GLP-1 receptor; HEK293 GLP-1R CRE-luciferase, luminescence, 24 h; GLP-1R form is constitutively active; 410,000 tested, 1.6% active; Potency, µM (doses to about 38.3 µM), for the others: top-dose activity change, negative = inhibition, hits mostly inhibitors; note: % is set by controls: 0 for no effect and ±100 for the full control effect; nearly all actives have a fitted effect of over 55% in size
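Inverse agonists were sought by their lowering of basal cAMP reporter luciferase output in HEK293 cells stably carrying constitutively active human GLP-1R, after 24 h compound treatment.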
KB-3-1 cytotox: KB-3-1 parental cell cytotoxicity; KB-3-1 viability, CellTiter-Glo ATP luminescence, 72 h; Potency, µM (series often up to 46.1 µM), without a hit: top-dose activity change, negative = cytotoxic, actives largely listed as cytotoxic; 400,000 tested, 1.4% active; AID 1347075; note: % is set by controls: 0 for no effect and ±100 for the full control effect; nearly all actives have a fitted effect of over 60% in size
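Cytotoxicity in the drug-sensitive parental line KB-3-1 was scored as loss of CellTiter-Glo luminescence following 72 h incubation with compound. Values come from curve fitting of normalized concentration-response data.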
HT1080NT lethal: kills 2HG-producing HT-1080-NT fibrosarcoma cells; HT-1080-NT fibrosarcoma viability, CellTiter-Glo ATP luminescence, 48 h; Potency, µM (series often up to 46.1 µM), inactives show at the top dose activity, negative = less viability, hits mostly cytotoxic; 360,000 tested, 1.6% active;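 note: NT is the 2HG producing partner of a matched IDH1 knockdown line; 0% = DMSO-treated cells and -100% = media-only wells without cells; nearly all actives have a fitted effect of over 55% in size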
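Read-out is CellTiter-Glo luminescence after 10 minutes at room temperature, following 48 hours' compound treatment of HT-1080-NT cells (750 cells/well, RPMI, 5% FBS, 37 degrees C).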
KB-V1 MDR tox: KB-V1 MDR subline cytotoxicity. KB-V1 MDR cells viability, CellTiter-Glo, 72 h. Potency, µM (series often up to 46.1 µM), for inactives: top-dose activity change, negative = cytotoxicity, usual class: cytotoxic. 400,000 tested, 3.4% active. AID 1347076; note: % is set by controls: 0 for no effect and ±100 for the full control effect; nearly all actives have a fitted effect of over 60% in size
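Cytotoxicity toward P-gp-expressing KB-V1 cells was determined as loss of CellTiter-Glo luminescence after 72 h at 37 degrees C. Compounds were tested in quantitative HTS format across a concentration range, with curves fitted to normalized data.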
GLP1R cytotox: cytotoxicity counter-screen for GLP-1 receptor inverse agonists. Potency, µM (doses to about 38.3 µM), inactives show at the top dose activity change, negative = inhibition, usual class: inhibitors. AID 624418. 410,000 tested, 0.13% active. HEK293 cAMP-luciferase reporter cells, luminescence, 24 h;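 note: loss of luciferase light is scored as toxicity; % is set by controls: 0 for no effect and ±100 for the full control effect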
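MLSMR compounds, 24 hr on cells at 37 deg C/5% CO2; luminescence after luciferase reagent (12 min RT). Inhibition counted as the undesired cytotoxic outcome.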
HT1080 IDH1KD tx: kills HT-1080 cells with IDH1 knockdown; HT-1080 IDH1 knockdown viability, ATP luminescence, 48 h; Potency, µM (highest dose often 46.1 µM), for inactives: at the top dose activity, negative = toxicity, hits mostly cytotoxic; 360,000 tested, 2% active; AID 686971;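 note: 0% = DMSO wells and -100% = cell-free medium wells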
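Luminescent ATP read-out (CellTiter-Glo, 10 min at room temperature) after 48 h compound exposure at 37 °C gave viability of IDH1-knockdown HT-1080 cells. Activity was normalised to DMSO and cell-free wells, then fitted as concentration-response curves.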
Starred values were filed as active, the others as inactive; ? = inconclusive; . = no result given; [ ] = remark or other dose. Calls come from the whole dose curve; as a rule, active = well fitted curve in the direction sought with a large enough effect; inconclusive = small, poorly fitted or top-dose-only effect, or another doubt; inactive = no such curve, though single readings can be large; an effect the other way counts as inactive or inconclusive. Potency is the fitted concentration of half-maximal effect.

[1] CCN(CC)S(=O)(=O)c1ccc2c(c1)nc(CN(C)C(=O)Nc1ccc(Cl)cc1)n2C
[2] O=C(CCn1cccn1)Nc1ccc(Br)cc1F
[3] Cc1nn(CCO)c2ncc(C(=O)c3cc(F)ccc3O)cc12
[4] CCOC(=O)CC[C@H](NC(=O)Cn1cnc2c(NCc3ccccc3)ncnc21)C(=O)OCC
[5] CC1(C(=O)NCc2cccs2)Cc2c(-c3ccccc3)ccnc2O1 (centres undefined)
[6] CC(=O)N(c1cccc(C(F)(F)F)c1)c1nc(/C=C/C(=O)O)cs1
[7] CCS(=O)(=O)c1nc(S(=O)(=O)c2ccc(C)cc2)c(NCCCN2CCOCC2)s1
[8] COc1ccc(C(=O)Nc2ccccc2C(=O)N(Cc2ccco2)C(C(N)=O)C(C)C)cc1 (centres undefined)
[9] Cc1ccc(OCc2ccccc2C)c([N+](=O)[O-])n1
[10] CCC(C(=O)Nc1ccc2c(c1)OCCO2)n1c(=O)[nH]c2ccccc2c1=O (centres undefined)

Screen / compound no. | 1 | 2 | 3 | 4 | 5 | 6 | 7 | 8 | 9 | 10
GLP-1R agonist | . | . | 4% | 7% | 8% | 1% | 12% | 3% | 12% | -5%
TDP43 rescue | -3% | 0% | 0% | 4% | ? | 10% | -5% | 4% | 11µM* | -19%
SW480 rereplic | . | . | -8% | -1% | . | -12% | -4% | ? | 24% | ?
GLP-1R inv ag | 18% | 11% | 27% | 12% | 4.5µM* | 5% | 24% | 0% | 0% | ?
KB-3-1 cytotox | 0% | 1% | 7% | 0% | 5.8µM* | 3% | 10% | ? | -5% | 0%
HT1080NT lethal | . | . | -9% | -28% | ? | 4% | 0% | 2% | -5% | 1%
KB-V1 MDR tox | 10% | -11% | -7% | 0% | ? | 18% | 9% | 0% | ? | -7%
GLP1R cytotox | 0% | 6% | -2% | 9% | ? | -8% | 7% | 27% | 2% | -1%
HT1080 IDH1KD tx | . | . | -4% | -16% | ? | 7% | -8% | -8% | -3% | -1%

[11] COc1ccc(C2c3c(oc4ccccc4c3=O)C(=O)N2Cc2ccncc2)cc1OC (centres undefined)
[12] Cc1ccc(S(=O)(=O)NCC2CCC(C(=O)N(C)Cc3ccccc3)CC2)cc1 (centres undefined)
[13] CCOC(=O)C(N)CSC1CC(=O)N(c2ccc(OC)cc2)C1=O (centres undefined)
[14] CN(C)S(=O)(=O)c1cc(NC(=O)COC(=O)Cc2ccc(Br)cc2)ccc1Cl
[15] Cc1ccc(-c2cn3c(n2)sc2cc(C(=O)NCCCN4CCCCC4)ccc23)cc1
[16] Cc1oc2ccc(OC(=O)N3CCOCC3)cc2c1C(=O)OC(C)C
[17] COc1ccc(OC)c(NC(=O)C2CC(=O)N(CCc3ccc(F)cc3)C2)c1 (centres undefined)
[18] COc1ccc(Cl)cc1N1C(=O)CC(N2CCN(S(=O)(=O)c3ccccc3F)CC2)C1=O (centres undefined)
[19] O=C(CSc1nnc(-c2ccccc2)n1-c1ccccc1)c1ccc[nH]1
[20] CCO[C@@H]1OC(C(=O)Nc2ccccc2)=C[C@H](c2ccc3c(c2)OCO3)[C@H]1CCCO

Screen / compound no. | 11 | 12 | 13 | 14 | 15 | 16 | 17 | 18 | 19 | 20
GLP-1R agonist | -1% | . | -3% | 0% | . | 15% | 4% | 5% | 3% | 7%
TDP43 rescue | 8% | ? | 16% | 18% | -56%[inhibitor] | -4% | 0% | -12% | 0% | 25%
SW480 rereplic | -11% | . | -58%[inhibitor] | -6% | . | -1% | -3% | ? | . | -7%
GLP-1R inv ag | 15% | ? | 13% | -8% | ? | 5% | -3% | 9% | -4% | ?
KB-3-1 cytotox | 18% | -7% | 13% | 3% | ? | -6% | 0% | -11% | 20% | 19%
HT1080NT lethal | -2% | . | 6% | 3% | . | -2% | 4% | -9% | 7% | 5%
KB-V1 MDR tox | 16% | -20% | 1% | -1% | ? | ? | 12% | -14% | -28% | 0%
GLP1R cytotox | -1% | 0% | -8% | 4% | ? | -27% | 1% | -17% | -2% | 6%
HT1080 IDH1KD tx | 2% | . | 5% | 7% | . | -5% | 4% | -3% | 6% | 6%

[21] O=S(=O)(c1cccc(F)c1)N1CCN(Cc2cc3c(cc2Br)OCCO3)CC1
[22] O=S(=O)(Nc1ccc2c(c1)nc1n2CCN(Cc2ccccc2)C1)c1ccc(F)cc1
[23] COc1ccc(CN2CCSCC2)cc1C
[24] CCCNC(=O)C1(C)CCCN(C(=O)COc2ccc(Cl)cc2Cl)C1 (centres undefined)
[25] CC1(C)COC(c2cccc(C3=NC(C)(C)CO3)n2)=N1
[26] Cc1ccccc1CSc1nnc(NC(=O)C2COc3ccccc3O2)s1 (centres undefined)
[27] COc1ccc(CCN(C)C(=O)CN2C(=O)NC3(CCCCC3C)C2=O)cc1OC (centres undefined)
[28] CC(=O)Nc1ccc(N2C(=O)CC(Sc3nccc(C)n3)C2=O)cc1 (centres undefined)
[29] CCOC(=O)CN(C(=O)CSc1nnc2c(n1)[nH]c1ccc(OC)cc12)c1ccc(F)cc1
[30] COC(=O)c1ccc(C[n+]2ccccc2)cc1

Screen / compound no. | 21 | 22 | 23 | 24 | 25 | 26 | 27 | 28 | 29 | 30
GLP-1R agonist | 5% | -1% | -4% | -4% | -1% | -17% | -5% | 4% | 0% | 3%
TDP43 rescue | -1% | 8% | -20% | 7% | 22% | -15% | 3% | -28% | 11% | -5%
SW480 rereplic | -21% | 4% | -7% | . | 8% | -4% | -8% | -4% | 3% | -1%
GLP-1R inv ag | ? | 6% | 4% | 8% | 0% | ? | 25% | -5% | 4% | 10%
KB-3-1 cytotox | -3% | ? | -1% | 0% | 5% | -1% | 0% | 15% | -10% | 1%
HT1080NT lethal | 1%[9.24 µM] | -1% | 0% | -2% | 6% | 17% | -1% | -2% | -19% | -6%
KB-V1 MDR tox | 4% | -6% | 17% | ? | 16% | ? | 2% | -1% | -10% | 27%
GLP1R cytotox | 1% | 1% | 11% | -9% | 4% | -3% | -2% | -9% | -16% | -2%
HT1080 IDH1KD tx | ? | -1% | 0% | 0% | 6% | 10% | 7% | 12% | -7% | 12%

In a second layout: results already given.
item	SMILES	GLP-1R agonist	TDP43 rescue	SW480 rereplic	GLP-1R inv ag	KB-3-1 cytotox	HT1080NT lethal	KB-V1 MDR tox	GLP1R cytotox	HT1080 IDH1KD tx
24	CCCNC(=O)C1(C)CCCN(C(=O)COc2ccc(Cl)cc2Cl)C1 (centres undefined)	-4%	7%	.	8%	0%	-2%	?	-9%	0%
25	CC1(C)COC(c2cccc(C3=NC(C)(C)CO3)n2)=N1	-1%	22%	8%	0%	5%	6%	16%	4%	6%
26	Cc1ccccc1CSc1nnc(NC(=O)C2COc3ccccc3O2)s1 (centres undefined)	-17%	-15%	-4%	?	-1%	17%	?	-3%	10%
27	COc1ccc(CCN(C)C(=O)CN2C(=O)NC3(CCCCC3C)C2=O)cc1OC (centres undefined)	-5%	3%	-8%	25%	0%	-1%	2%	-2%	7%
28	CC(=O)Nc1ccc(N2C(=O)CC(Sc3nccc(C)n3)C2=O)cc1 (centres undefined)	4%	-28%	-4%	-5%	15%	-2%	-1%	-9%	12%
29	CCOC(=O)CN(C(=O)CSc1nnc2c(n1)[nH]c1ccc(OC)cc12)c1ccc(F)cc1	0%	11%	3%	4%	-10%	-19%	-10%	-16%	-7%
30	COC(=O)c1ccc(C[n+]2ccccc2)cc1	3%	-5%	-1%	10%	1%	-6%	27%	-2%	12%

(more compounds)
[31] COc1cc(/C=C/C(=O)N2CCN(Cc3ccccc3)CC2)cc(OC)c1OC
[32] CCOC(=O)c1c(C)oc2ncnc(Nc3cc(Cl)ccc3OC)c12
[33] CCOCCCNC(=O)c1cc(-c2ccc(Br)s2)nc2ccccc12
[34] CC(C)(C)C(=O)Nc1cc(NC(=O)C(C)(C)C)cc(C(=O)Nc2c[nH]c(=O)[nH]c2=O)c1
[35] Cc1oc(-c2cccc(Cl)c2)nc1CS(=O)(=O)CC(=O)NC(C)CCc1ccccc1 (centres undefined)
[36] COc1ccc(-c2noc3c2-c2nc(-c4ccccc4F)sc2CC3)cc1
[37] CCN(CCCNS(=O)(=O)c1ccc2c(c1)CCN2C(C)=O)c1cccc(C)c1
[38] COc1ccc(-c2c(C(F)(F)F)oc3cc(OCC(=O)Nc4ccccc4C(F)(F)F)ccc3c2=O)cc1OC
[39] N/C(=N\OC(=O)CCC1CCCC1)c1ccc(Br)cc1
[40] O=C(NCCN1CCOCC1)c1ccc2c(c1)N(Cc1ccc(Cl)cc1)C(=O)CS2
[41] COc1ccc(NC(=O)NC(C(F)(F)F)C(F)(F)F)cc1
[42] CCOC(=O)c1ccc(Oc2cn[nH]c2-c2ccc(OCC(=O)NN)cc2O)cc1
[43] COCCCNC(=O)Cn1cc(C(C)=O)c2ccccc21

Screen / compound no. | 31 | 32 | 33 | 34 | 35 | 36 | 37 | 38 | 39 | 40 | 41 | 42 | 43
GLP-1R agonist | -3% | . | -1% | 6% | -1% | -3% | -1% | -3% | -9% | 5% | -37% | 6% | 1%
TDP43 rescue | -2% | 11% | ? | 13% | ? | -18% | -7% | 3% | 6.3µM* | -1% | -8% | 13% | -3%
SW480 rereplic | -20% | . | 1% | -18% | . | ? | -3% | 3% | -6% | 19% | 1% | ? | -1%
GLP-1R inv ag | -14% | 8% | -9% | 19% | ? | 27% | ? | 7% | 3% | ? | -23% | 16% | -3%
KB-3-1 cytotox | -12% | 2% | ? | 0% | 6% | 0% | -28% | -9% | . | -3% | -19% | -11% | -21%
HT1080NT lethal | -2% | . | -9% | 4% | . | ? | -6% | 7% | -6% | -14% | -2% | -5% | -10%
KB-V1 MDR tox | -17% | 8% | 0% | 1% | -13% | 11% | ? | ? | . | -1% | -8% | -14% | -19%
GLP1R cytotox | 0% | 1% | -6% | 19% | -15% | 5% | -22% | -8% | 7% | -6% | 61%[activator] | 2% | 3%
HT1080 IDH1KD tx | 0% | . | -8% | 21% | . | -4% | 0% | 2% | 5% | ? | 1% | 0% | -1%

Assay outcomes as filed in PubChem.

Compounds as they come; about 9.4% have a hit in one of these screens.
